Assay outcomes as filed in PubChem BioAssay.
NPC1 promoter act – NPC1 promoter activation. 320,000 tested, 2.4% active. AID 485313. Huh7 NPC1 promoter luciferase reporter, 24 h. Potency, µM (titrated, usually from 9.22 µM), inactives show at the top dose activation, most hits filed as activators;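 further: % of control where 0% means no effect; nearly all actives have a fitted effect of over 60% in size; reporter is driven by a mutant NPC1 promoter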
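Compounds in DMSO were transferred onto Huh7 NPC1-luciferase reporter cells pre-incubated 2 h; after 24 h at 37 °C, Amplite reagent was dispensed and luminescence recorded 10 min later.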
FLuc counter – firefly luciferase modulation, counter-screen for miR-21 project; P08659; purified FLuc, Km substrates, luminescence inhibition; Potency, µM (highest dose often 57.5 µM), inactives show at the top dose activity change, negative = inhibition, hits mostly inhibitors; 360,000 tested, 6.9% active; AID 588342;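 further: plate controls were vehicle for no effect and reference inhibitor for full effect; nearly all actives have a fitted effect of over 55% in size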
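Biochemical qHTS of compounds, final roughly 60 µM downward over six points, against 10 nM purified firefly luciferase using Km concentrations of substrates (10 uM D-luciferin, 10 uM ATP) in Tris acetate pH 7.5 buffer; luminescence output.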
MBNL1 CUG block – blocks human MBNL1 binding to CUG repeat RNA; Q9NR56; 280,000 tested, 0.036% active; TR-FRET MBNL1-His/biotin-(CUG)12 binding, 665/545 ratio; Potency, µM (series often up to 57.5 µM), for inactives: at the top dose activity change, negative = inhibition, actives largely listed as inhibitors; AID 2675; active means well fitted inhibition curve with a large enough effect in the signal ratio, with a control signal flat, not every such curve was filed as active; inconclusive means small, poorly fitted or top-dose-only effect, or effect the other way, or a change in a side signal; inactive means no such curve, though single readings can be large or run the other way; the % refers to the signal ratio; further: on the % scale 0 is the no-effect control and ±100 the full control effect
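Compounds (final 92 nM to 58 uM) are added to His-tagged MBNL1 and biotin-(CUG)12, then terbium anti-His antibody and streptavidin-XL665 (5 nM final). After 60 min at room temperature, the 665/545 nm ratio is read.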
Rab9 prom act – activators of Rab9 promoter. Huh7 Rab9 promoter-luciferase reporter, luminescence, 24 h. Potency, µM (doses to about 9.22 µM), without a hit: top-dose activation, negative = inhibition, most hits filed as activators. 320,000 tested, 2.8% active. AID 485297; further: % of control where 0% means no effect; nearly all actives have a fitted effect of over 60% in size
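Using Huh7 cells stably transfected with Rab9 promoter–luciferase, compounds were incubated 24 h at 37 °C, 5% CO2; luciferase luminescence was read 10 min after reagent addition.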
MLL CXXC-DNA inh – inhibitors of human MLL CXXC domain-DNA interaction. Q03164. MLL-CXXC / FITC-HOXA9 DNA fluorescence polarization. Potency, µM (doses to about 115 µM), for the others: at the top dose activity change, negative = inhibition, actives largely listed as inhibitors. 290,000 tested, 0.037% active; active means well fitted inhibition curve with a large enough effect in the polarisation, with a control signal flat, not every such curve was filed as active; inconclusive means small, poorly fitted or top-dose-only effect, or effect the other way, or a change in a side signal; inactive means no such curve, though single readings can be large or run the other way; the % refers to the polarisation
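Purified MLL-CXXC (added from a 7 uM solution) was preincubated 5 min at ambient with pinned compounds in 50 mM Tris-HCl pH 7.5, 50 mM NaCl, 1 mM DTT, 0.05% BSA. Fluorescein-labeled HOX-A9 DNA (50 nM solution) followed, 30 min, then polarization read.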
uPA generation – blocks generation of uPA at the cell surface; cell surface uPA generation assay, qHTS; Potency, µM (doses to about 38.3 µM), inactives show at the highest dose activity change, negative = inhibition, hits mostly inhibitors; 330,000 tested, 0.31% active; AID 540303; active means well fitted inhibition curve with a large enough effect; inconclusive means small, poorly fitted or top-dose-only effect; inactive means no such curve, though single readings can be large or run the other way; tested in mouse RAW 264.7 cells; further: on the % scale 0 is the no-effect control and ±100 the full control effect; nearly all actives have a fitted effect of over 55% in size
BRCA1 expr up – activators of BRCA1 expression | Potency, µM (highest dose often 46.1 µM), for inactives: at the top dose activation, hits mostly activators | 380,000 tested, 1.1% active | MCF7-BRCA1-FFLuc reporter, luminescence, 48 h; response scale: scaled: vehicle 0%, 10 µM genistein 100%; further: nearly all actives have a fitted effect of over 80% in size; some results filed as inactive show a strong effect at the top dose
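Luminescence from a BRCA1-driven firefly luciferase in MCF7 cells was read after 48 h compound exposure at 37 C. Data normalized against DMSO and a 10microM genistein activation control, then curve-fitted across the titration.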
p53 reactivator – mutant p53 re-activation in reporter cells. H1299 p53-A138V BP100-luciferase reporter, luminescence, 24 h. Potency, µM (series often up to 92.2 µM), for the others: at the top dose activity change, positive = activation, most hits filed as activators. 320,000 tested, 0.063% active; further: % of control where 0% means no effect; nearly all actives have a fitted effect of over 45% in size
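H1299 (p53-null), stable ts p53-A138V + BP100-Luc; 1000 cells/well, Opti-MEM/10% FBS; cpd 4 pt, 1:5; 24 h, 37 deg C, 5% CO2; detection reagent 10 min RT; luminescence.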
ELG1 genotox – genotoxicity induction in ELG1-luciferase HEK293T cells; AID 504466; HEK293T ELG1-luciferase reporter, luminescence, 16 h; Potency, µM (highest dose often 46 µM), without a hit: at the highest dose activity change, positive = activation, usual class: activators; 330,000 tested, 1.3% active; further: % of control where 0% means no effect; nearly all actives have a fitted effect of over 60% in size
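16 hr compound incubation (37 °C, 5% CO2) of HEK293T cells carrying luciferase-tagged ELG1; luciferase then measured by ONE-Glo luminescence after 30 min at RT.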
RORg inh – inhibitors of mouse ROR gamma transcriptional activity; Drosophila S2 Gal4-RORgamma UAS-luciferase reporter, 20 h; Potency, µM (titrated, usually from 53.6 µM), for inactives: top-dose activity change, negative = inhibition, actives largely listed as inhibitors; 310,000 tested, 5.4% active; further: on the % scale 0 is the no-effect control and ±100 the full control effect; nearly all actives have a fitted effect of over 60% in size
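ROR gamma transcriptional activity was tracked as Gal4-UAS luciferase output in stably transfected Drosophila Schneider cells, with compound added 1 hr before 700 uM copper sulfate induction and a 20 hr ambient-temperature incubation.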
Gal4-VP16 FLuc – Gal4-VP16 reporter inhibition counter-screen; Drosophila S2 Gal4-VP16 UAS-luciferase, luminescence, 20 h; Potency, µM (doses to about 53.6 µM), inactives show top-dose activity, negative = inhibition, hits mostly inhibitors; 310,000 tested, 3.5% active;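 further: Gal4-VP16 expression switched on by copper sulfate through the metallothionein promoter; on the % scale 0 is the no-effect control and ±100 the full control effect; nearly all actives have a fitted effect of over 50% in size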
* = called active by the depositor. Unless noted, the call rests on the fitted dose curve; in most records, active means well fitted curve in the direction sought with a large enough effect; inconclusive means small, poorly fitted or top-dose-only effect, or another doubt; inactive means no such curve, though single readings can be large; an effect the other way counts as inactive or inconclusive. Potency means the concentration at half of the fitted maximal effect. An excerpt (hit frequency here may not be typical).

`CC(=O)Nc1ccc(C(=O)N/C(=C/c2ccccc2)C(=O)Nc2cccc(C(=O)O)c2)cc1` gave NPC1 promoter act -1.8%, FLuc counter -8.8%, MBNL1 CUG block 2.9%, Rab9 prom act 0.6%, MLL CXXC-DNA inh -10.1%, uPA generation 1.9%, BRCA1 expr up 1.0%, p53 reactivator 0.5%, ELG1 genotox 1.3%, RORg inh 5.3% and Gal4-VP16 FLuc -3.4%.
Screening O=C(CSc1nnc(-c2ccccc2O)o1)Oc1ccc(OCc2ccccc2)cc1 returned NPC1 promoter act inconclusive, FLuc counter -14.1%, MBNL1 CUG block 23.8%, Rab9 prom act 25.5%, MLL CXXC-DNA inh -8.8%, uPA generation -12.2%, BRCA1 expr up 18.2%, p53 reactivator 18.9%, ELG1 genotox inconclusive, RORg inh -22.5% and Gal4-VP16 FLuc 28.0%.
`CCc1nnc(NC(=O)C2(C)COC(c3ccccc3)OC2)s1` (stereo not given) gave NPC1 promoter act -6.8%, FLuc counter -3.6%, MBNL1 CUG block -10.6%, Rab9 prom act -6.8%, MLL CXXC-DNA inh 5.4%, uPA generation 0.1%, BRCA1 expr up -0.1%, p53 reactivator -3.8%, ELG1 genotox 14.4%, RORg inh -3.7% and Gal4-VP16 FLuc -17.4%.
O=C(Nc1ccccc1)N1CCC(c2ccccc2)C1 (stereo not given) was read as NPC1 promoter act 1.58µM*, FLuc counter 12µM*, MBNL1 CUG block -0.1%, Rab9 prom act 1.78µM*, MLL CXXC-DNA inh 10.2%, uPA generation -11.4%, BRCA1 expr up 3.16µM*, p53 reactivator inconclusive, ELG1 genotox inconclusive, RORg inh -11.2% and Gal4-VP16 FLuc 0.0%.
`O=C(O)C1Cc2ccccc2CN1C(=O)c1ccccc1` (stereo not given) gave NPC1 promoter act -2.4%, FLuc counter -0.1%, MBNL1 CUG block -2.8%, Rab9 prom act -7.8%, MLL CXXC-DNA inh 4.6%, uPA generation -3.2%, BRCA1 expr up 9.7%, p53 reactivator 2.1%, ELG1 genotox -2.4%, RORg inh -16.4% and Gal4-VP16 FLuc 4.5%.
Screening O=C(c1cccc(C(F)(F)F)c1)N1CCN(C2CCCCC2)CC1 returned NPC1 promoter act 1.9%, FLuc counter -1.0%, MBNL1 CUG block -5.8%, Rab9 prom act -11.5%, MLL CXXC-DNA inh -2.7%, uPA generation -0.4%, BRCA1 expr up 2.5%, p53 reactivator 3.6%, ELG1 genotox 2.4%, RORg inh inconclusive and Gal4-VP16 FLuc 6.7%.
Cc1cc(=O)oc2cc(OC(C)C(=O)NCC3CCC(C(=O)O)CC3)c(Cl)cc12 (stereo not given) was read as NPC1 promoter act 0.9%, FLuc counter 0.3%, MBNL1 CUG block 12.9%, Rab9 prom act -5.0%, MLL CXXC-DNA inh -5.2%, uPA generation 4.6%, BRCA1 expr up 0.0%, p53 reactivator 11.6%, ELG1 genotox -0.8%, RORg inh 7.6% and Gal4-VP16 FLuc -4.1%.
`COc1ccc(/C=N/NC(=O)c2[nH]c3ccc(Br)cc3c2-c2ccccc2)c(C(=O)O)c1OC` gave NPC1 promoter act -8.6%, FLuc counter inconclusive, MBNL1 CUG block -4.2%, Rab9 prom act -0.1%, MLL CXXC-DNA inh -7.0%, uPA generation -0.3%, BRCA1 expr up -6.3%, p53 reactivator 7.8%, ELG1 genotox 0.3%, RORg inh -10.5% and Gal4-VP16 FLuc -15.1%.
Screening O=C(NC1(C(F)(F)F)NC(=O)N(CCc2ccccc2)C1=O)C1CC1 (stereo not given) returned NPC1 promoter act -0.7%, FLuc counter 3.6%, MBNL1 CUG block 5.2%, Rab9 prom act -4.5%, MLL CXXC-DNA inh 0.0%, uPA generation -0.8%, BRCA1 expr up -6.3%, p53 reactivator 2.9%, ELG1 genotox -2.4%, RORg inh 1.6% and Gal4-VP16 FLuc -11.8%.
`O=C(Oc1ccc(F)cc1)N1CCOCC1` gave NPC1 promoter act 2.3%, FLuc counter -0.6%, MBNL1 CUG block -1.6%, Rab9 prom act -3.5%, MLL CXXC-DNA inh 27.5%, uPA generation 6.5%, BRCA1 expr up 51.3%, ELG1 genotox 0.3%, RORg inh -31.3% and Gal4-VP16 FLuc 5.8%.
For COc1cc(CC(=O)OCC(=O)NCC(C)C)cc(OC)c1OC the results were NPC1 promoter act 1.0%, FLuc counter -4.0%, MBNL1 CUG block -5.8%, Rab9 prom act 11.6%, MLL CXXC-DNA inh inconclusive, uPA generation 0.5%, BRCA1 expr up 0.2%, p53 reactivator 3.2%, ELG1 genotox 0.3%, RORg inh -1.4% and Gal4-VP16 FLuc 10.6%.
`COc1ccc(C(C(=O)NC2CCCC2)N(C(=O)c2snc(C(N)=O)c2N)c2cc(C)ccc2OC)cc1OC` (stereo not given) gave NPC1 promoter act -3.3%, FLuc counter -2.1%, MBNL1 CUG block 4.0%, Rab9 prom act -6.0%, MLL CXXC-DNA inh 24.7%, uPA generation -5.3%, BRCA1 expr up -21.7%, p53 reactivator -5.5%, ELG1 genotox -2.0%, RORg inh -1.4% and Gal4-VP16 FLuc -2.0%.
`O=C(c1ccco1)N1CCCC(c2nc3c(nnn3Cc3ccc(F)cc3)c(=O)[nH]2)C1` (stereo not given) gave NPC1 promoter act 0.0%, FLuc counter 4.2%, MBNL1 CUG block -0.1%, Rab9 prom act 4.7%, MLL CXXC-DNA inh 8.7%, uPA generation -2.7%, BRCA1 expr up -8.6%, p53 reactivator 1.4%, ELG1 genotox 11.0%, RORg inh 37.9% and Gal4-VP16 FLuc 4.5%.
Cc1ccccc1NS(=O)(=O)c1cc(C(=O)Nc2cccc(N(C)S(C)(=O)=O)c2)ccc1C was read as NPC1 promoter act 0.1%, FLuc counter 4.6%, MBNL1 CUG block 17.5%, Rab9 prom act 0.1%, MLL CXXC-DNA inh 1.7%, uPA generation -7.1%, BRCA1 expr up -6.1%, p53 reactivator -11.7%, ELG1 genotox -11.0%, RORg inh inconclusive and Gal4-VP16 FLuc -17.8%.
Screening O=C(COCc1ccccc1)N[C@@H](Cc1ccc(O)cc1)C(=O)O returned NPC1 promoter act -1.8%, FLuc counter -0.7%, MBNL1 CUG block -7.4%, Rab9 prom act 8.3%, MLL CXXC-DNA inh 6.6%, uPA generation 4.7%, BRCA1 expr up 1.6%, p53 reactivator -0.1%, ELG1 genotox 3.0%, RORg inh -20.1% and Gal4-VP16 FLuc -4.3%.
For Cc1cccc(C)c1NC(=O)COC(=O)c1cccc2c1C(=O)c1ccccc1C2=O the results were NPC1 promoter act -2.1%, FLuc counter 0.2%, MBNL1 CUG block inconclusive, Rab9 prom act -1.7%, MLL CXXC-DNA inh -7.7%, uPA generation 2.4%, BRCA1 expr up -21.7%, p53 reactivator -5.9%, ELG1 genotox 1.7%, RORg inh -36.0% and Gal4-VP16 FLuc -8.4%.
Screening O=C(O)c1cccc(-n2c(O)c(C=C3N=c4ccccc4=N3)sc2=S)c1 returned NPC1 promoter act -7.4%, FLuc counter 13.5µM*, Rab9 prom act -4.3%, MLL CXXC-DNA inh -17.5%, uPA generation 8.4%, BRCA1 expr up -42.5%, p53 reactivator -7.3%, ELG1 genotox -9.3%, RORg inh -27.8% and Gal4-VP16 FLuc -15.1%.
Cc1cc(/C=N/N2CCN(C)CC2)c(C)n1-c1ccccc1F was read as NPC1 promoter act 0.0%, FLuc counter inconclusive, MBNL1 CUG block -7.2%, Rab9 prom act 12.4%, MLL CXXC-DNA inh 1.4%, uPA generation -5.2%, BRCA1 expr up 56.3%, p53 reactivator 0.3%, ELG1 genotox 12.4%, RORg inh 2.1% and Gal4-VP16 FLuc -2.9%.
For Cc1cc(C)c(C#N)c(SC(F)F)n1 the results were NPC1 promoter act 0.7%, FLuc counter 0.6%, MBNL1 CUG block -1.8%, Rab9 prom act -2.1%, MLL CXXC-DNA inh -0.9%, uPA generation -2.1%, BRCA1 expr up 1.2%, p53 reactivator 4.7%, ELG1 genotox 0.6%, RORg inh -15.5% and Gal4-VP16 FLuc -4.0%.
`Cc1ccc2c(c1)N(CC(=O)NCCCN1CCCC1)C(=O)CO2` gave NPC1 promoter act 0.0%, FLuc counter -1.2%, MBNL1 CUG block 3.6%, Rab9 prom act -6.7%, MLL CXXC-DNA inh 11.8%, uPA generation 2.8%, BRCA1 expr up -4.1%, p53 reactivator -0.8%, ELG1 genotox -1.0%, RORg inh -1.3% and Gal4-VP16 FLuc -17.6%.
